# Platelet DG rel – platelet dense granule release activity | human platelet-rich plasma, SFLLRN dense granule ATP release, luminescence | 300,000 tested, 0.22% active | inhibition, %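 (compounds screened at 7.5 µM in platelet-rich plasma)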;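 active = mean replicate score, as percent of positive control, at or above 50; inconclusive = mean below 50 but at least one replicate at or above 50; inactive = mean and every replicate below 50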
# HSP90 inh – blocks HSP90-mediated luciferase refolding in reticulocyte lysate. inhibition, % at 5.6 µM. AID 1789. 290,000 tested, 0.91% active. Rabbit reticulocyte lysate, luciferase refolding luminescence, 3 h;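 active = inhibition above the screen-wide mean plus 3 SD, computed separately per campaign, cut at about 16% in these data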;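 also: 0% = DMSO wells and 100% = 60 µM geldanamycin wells; inhibitors lower the luminescence because luciferase stays unfolded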
# HSF1 activator – increases HSF-1 driven luciferase reporter signal. NIH3T3-HGL HSF-1 luciferase reporter, MG132, 8 h; 100% = twice DMSO control signal. activation, % at 9 µM. 300,000 tested, 1.7% active;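 active = mean replicate activation of at least 50% with a set share of replicates each reaching 50%; inconclusive = only one of those two conditions met; inactive = mean below 50% and too few replicates reaching it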;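 also: 0% = median of the neutral control wells and 100% = twice that signal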
# GSK3beta inhib – inhibitors of human GSK3beta kinase; P49841; GST-GSK3beta kinase, ADP-Glo luminescence, 60 min; active compounds read low; activity score (negative = inhibition), % at 10 µM; 300,000 tested, 0.038% active; AID 2097;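 active = more than half of replicate wells score below -50%, meaning over 50% inhibition versus plate controls; inconclusive = some replicates but at most half score below -50%; inactive = no replicate scores below -50%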;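 also: 0% = median DMSO wells and -100% = median GW8510 positive control wells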
# Target sequence (P49841 whole entry, looked up): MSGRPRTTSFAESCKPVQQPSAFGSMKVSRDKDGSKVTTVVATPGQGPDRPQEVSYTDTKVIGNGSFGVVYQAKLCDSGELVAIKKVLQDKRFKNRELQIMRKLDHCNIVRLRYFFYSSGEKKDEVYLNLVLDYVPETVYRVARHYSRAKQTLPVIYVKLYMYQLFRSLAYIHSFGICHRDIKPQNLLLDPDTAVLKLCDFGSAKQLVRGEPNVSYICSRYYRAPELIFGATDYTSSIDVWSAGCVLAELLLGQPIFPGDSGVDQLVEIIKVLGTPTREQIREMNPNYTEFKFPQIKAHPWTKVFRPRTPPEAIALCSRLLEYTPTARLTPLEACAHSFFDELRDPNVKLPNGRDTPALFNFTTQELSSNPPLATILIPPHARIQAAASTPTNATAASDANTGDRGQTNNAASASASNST
#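 Assay system: GST-tagged human GSK3beta kinase, cell-free; Input: 1.6 ng GSK3beta; Medium: Tris/MgCl2 kinase buffer; Timing: 60 min enzyme reaction, room temperature; Signal: ADP-Glo luminescence quantifying ADP generated by kinase; Evaluation: score relative to plate controls; Benchmarks: DMSO neutral wells and GW8510 at 20 µM as positive.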
# HSF1 inhib – HSF1 inhibition. NIH3T3-HGL HSE-luciferase, MG132-induced, luminescence 8 h; active compounds read low. activity change, negative = inhibition, % at 7.5 µM (by protocol). 300,000 tested, 0.77% active. AID 2098;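 active = more than half of replicate wells show activity change below -50%, luminescence cut by over half; inconclusive = some wells, but at most half, below -50%; inactive = no replicate well below -50%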;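 also: luciferase reports HSF-1 transcriptional activity via heat shock element; 0% = median of DMSO wells and -100% = zero luminescence signal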
# GSK3A inh – blocks human GSK-3 alpha kinase. AID 2650. P49840. ADP-Glo luminescence, 60 min. 320,000 tested, 0.1% active. inhibition, % at 10 µM;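 in the data active = inhibition above about 50%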;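 also: GST-tagged GSK-3 alpha with peptide substrate and 25 µM ATP; 0% = DMSO neutral wells and 100% = GW8510 positive control wells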
# Target sequence (P49840 whole entry, looked up): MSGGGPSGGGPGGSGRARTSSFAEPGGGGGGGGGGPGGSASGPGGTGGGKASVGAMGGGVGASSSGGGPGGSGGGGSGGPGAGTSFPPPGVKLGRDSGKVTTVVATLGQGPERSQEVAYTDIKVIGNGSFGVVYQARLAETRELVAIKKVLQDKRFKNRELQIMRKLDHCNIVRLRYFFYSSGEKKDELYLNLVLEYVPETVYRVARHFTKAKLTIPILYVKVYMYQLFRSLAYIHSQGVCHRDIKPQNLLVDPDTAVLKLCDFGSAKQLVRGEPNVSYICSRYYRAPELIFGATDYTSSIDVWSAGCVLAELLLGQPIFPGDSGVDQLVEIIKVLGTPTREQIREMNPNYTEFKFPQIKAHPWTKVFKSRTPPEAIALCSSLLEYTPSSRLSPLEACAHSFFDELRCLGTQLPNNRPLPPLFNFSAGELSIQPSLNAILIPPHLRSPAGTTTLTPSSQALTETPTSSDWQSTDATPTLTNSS
# aSyn 5UTR inh – 5' untranslated region of α-synuclein, MLPCN primary screen. inhibition, % (tested at 7.5 µM). 300,000 tested, 0.82% active. alpha-synuclein 5'UTR reporter, inhibitor activity; in the data active = inhibition above about 60%; inconclusive = no clear call, values can overlap the other calls;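 also: H4 neuroglioblastoma cells stably carrying SNCA 5'UTR luciferase fusion; 0% = DMSO wells and 100% = positive control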
# KLF5 inhibitor – suppresses KLF5 promoter-driven expression; DLD-1 KLF5 promoter-luciferase reporter, luminescence; inhibition, % at 5 µM; 290,000 tested, 0.23% active; AID 1700;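 active = inhibition above a per-plate limit of that plate's mean compound inhibition plus 3 SD, cut at about 60% in these data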;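 also: 0% = DMSO wells and 100% = LY294002 at 200 µM; higher means less KLF5 promoter-driven luciferase light; inactives centre near -14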
# DYRK1A inh – Dyrk1A (rat) kinase inhibition | ADP-Glo luminescence, NFATc1 peptide | 310,000 tested, 0.43% active | Q63470 | inhibition, % at 12.5 µM; in the data active = inhibition above about 50%;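 also: plate controls were vehicle with enzyme for no effect and no enzyme for full effect; many of its hits are not listed in these tables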
# IEC-6 cytotox – IEC-6 cytotoxicity, counter-screen for KLF5 inhibitors. AID 1825. inhibition, % at 5 µM. luminescence viability. 290,000 tested, 0.78% active; in the data active = inhibition above about 22%;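 also: 0% = plate median of test compound wells and 100% = cytotoxic reference compound wells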
# Starred values were filed as active, the others as inactive; ? = inconclusive; · = no result given.
SMILES,Platelet DG rel,HSP90 inh,HSF1 activator,GSK3beta inhib,HSF1 inhib,GSK3A inh,aSyn 5UTR inh,KLF5 inhibitor,DYRK1A inh,IEC-6 cytotox
O=C(N1CCC(n2nc(-c3ccccc3)oc2=O)CC1)C1(c2ccccc2)CC1,3.4,-1.7,5.8,1.5,4.8,1.2,9.4,-3.5,2.9,-0.2
Cc1cccc(CN2CCN(C(=O)c3cccc4ccccc34)CC2)c1,-0.6,-1.5,-1.6,0.7,-7.2,0.0,25.2,-24.8,-2.3,-6.7
COc1ccc(C)cc1Nc1cc(C)nc2ncnn12,-0.9,-2.8,-2.2,-2.8,1.5,·,5.5,5.6,9.0,-2.9
COc1ccc(/C=N/NC(=S)NC2CCS(=O)(=O)C2)cc1OC (centres undefined),-4.6,-2.4,-8.0,-0.2,-4.1,3.3,26.6,-5.1,7.7,-4.3
Cc1nn(C)c(Sc2ccccc2N)c1[N+](=O)[O-],2.8,1.3,-1.6,1.8,-2.2,7.3,-68.8,-27.3,-3.6,0.8
COc1cccc(NC(=O)CC(C)=O)c1,-16.7,-0.7,26.3,1.8,-1.9,-1.3,2.8,-25.2,-7.6,-1.9
O=C(Nc1nccs1)c1ccc(-c2ccc(Cl)cc2Cl)o1,13.9,1.4,?,1.0,36.7,-2.7,-149.2,-21.1,1.4,-3.0
CCOC(=O)c1sc(=N)n(-c2ccc(OC)cc2)c1C,26.9,-2.1,36.2,2.5,21.6,2.9,-8.3,-52.4,-2.6,1.5
Cn1c(C(=O)NCCCN2CCOCC2)cc2c(=O)n(C)c3ccccc3c21,-0.9,-1.2,16.5,0.6,0.6,·,-28.6,-12.1,27.3,-0.3
O=S(=O)(Nc1ccc(-c2ccc(N3CCOCC3)nn2)cc1)c1ccc(Cl)c(Cl)c1,50.3*,·,3.3,-3.3,-4.6,·,-13.5,·,2.3,·
COc1ccc(-n2c(SCC(=O)NCc3ccco3)nc3sc4c(c3c2=O)CCN(C)C4)cc1,10.8,5.9,4.7,0.6,-2.6,-2.1,-13.3,-24.2,5.2,-15.9
COC(=O)c1cc(NC(=O)Nc2ccccc2OC)cc(C(=O)OC)c1,0.1,-2.7,6.0,2.4,0.8,1.1,32.4,-20.2,4.2,-2.0
CCOc1nc(C)cc(C)c1S(=O)(=O)c1cccc(C)c1,5.6,5.2,4.4,-0.6,2.8,-4.9,26.6,-32.4,·,-3.1
Cc1ccc(C)c(C(=O)CSc2nc(N)cc(=O)[nH]2)c1,0.9,-0.3,-51.1,0.6,-54.8*,-1.6,7.9,-21.0,·,-5.7
Cc1cc(C)cc(Nc2nc3ccc(C)cc3n3cnnc23)c1,16.3,0.6,13.1,2.3,-1.8,1.6,48.4,-3.5,4.6,2.9
COc1cc(NC(=O)CSc2nc(=O)n(CCN3CCOCC3)c3c2CCC3)cc(OC)c1,-0.3,·,4.7,1.8,-2.0,-2.3,5.1,·,3.7,·
CCOc1ccccc1CNCCO,-4.5,-1.0,1.2,0.9,-3.8,-0.4,-4.3,-18.8,-2.6,1.7
Cc1ccc(C(=O)Nc2cccc(O)c2)cc1S(=O)(=O)N1CCCCCC1,-0.6,2.1,24.0,0.5,5.2,-0.3,-139.0,-88.9,-1.1,3.7
CC1=C(C(=O)Nc2cc(C(=O)N3CCN(c4cccc(C)c4)C(C)C3)ccc2C)SCCO1 (centres undefined),-5.2,2.5,12.8,0.9,-1.3,-1.9,10.3,-3.1,0.5,9.3
COc1ccc(C(=S)NCS(=O)(=O)c2ccc(C)cc2)cc1,0.2,1.5,19.1,-0.4,11.1,-1.9,-6.9,3.5,9.7,-3.4
CCOP(=O)(c1ccccc1)C1(O)CCCCC1 (centres undefined),-18.4,0.2,-1.1,1.1,-3.1,-2.9,19.0,-21.6,9.7,-3.7
Cc1ccccc1NS(=O)(=O)c1cc(C(=O)NCCC2=CCCCC2)ccc1C,-0.5,-2.4,21.0,0.7,17.9,-0.8,-6.3,-6.2,-8.5,-0.8
COc1ccc(C(=O)N/N=C(\Cc2ncc[nH]2)c2ccccc2)cc1,-18.1,-2.9,42.0,2.9,25.3,-5.9,-61.0,-57.8,1.4,-2.2
Cc1ccc(C(=O)Nc2nc3ccccc3n3nnnc23)cc1,6.6,0.3,-1.7,0.8,-11.6,-1.2,-46.1,26.6,1.5,-3.0
COc1ccc(CN2CN=C(Nc3nc4ccccc4s3)NC2)cc1,43.9,0.7,1.8,4.7,-9.8,0.9,10.9,-10.0,3.3,-4.4
CC(=O)Nc1cccc(NC(=O)c2cccc(-c3ccc(O)cc3)c2)c1,-0.1,1.0,49.1,-0.2,25.8,1.0,-27.8,-44.6,39.4,1.9
COc1ccc(-n2ncc3c2CC(C)(C)CC3NC(=O)c2oc(C)cc2C)cc1 (centres undefined),21.6,-4.1,-4.7,-2.0,1.0,-2.6,6.0,-14.9,2.6,-3.1
COCCN1C(=O)c2cc(C(=O)Nc3ccc(OC)c(OC)c3)ccc2C1Nc1ccc(OC)c(OC)c1 (centres undefined),-0.4,-0.6,24.1,1.3,-5.4,-0.4,-5.3,-24.6,-1.6,2.7
Cc1cc(C)c2nc(SCCC#N)nc(C)c2c1,-0.8,-2.8,-19.1,-0.5,-8.1,-0.4,6.3,-0.7,0.7,0.1
COC(=O)C1(C)Nc2ccccc2C(=O)N1c1ccccc1C (centres undefined),3.9,-1.6,-3.8,1.0,-3.7,-2.6,-1.0,-31.3,9.4,-5.6
O=C(Nc1ccc2c(c1)OCCO2)c1ccco1,14.6,13.8,-16.7,-5.4,-13.1,-4.2,-68.0,-112.7,·,8.1
COc1cc(C(=O)Nc2ccc([N+](=O)[O-])cn2)cc(OC)c1OC,-8.0,-2.0,-11.8,0.5,3.3,-0.4,0.1,-22.6,-6.0,9.6
NS(=O)(=O)c1ccc(NNC(=O)c2sccc2Cl)cc1,-10.2,3.0,-2.5,2.7,-1.4,-3.4,-9.2,-17.1,-5.2,3.6
CCN(c1c(C)n(C)n(-c2ccccc2)c1=O)S(C)(=O)=O,·,-4.2,-10.7,-1.2,1.7,-2.3,9.7,-33.0,8.5,-8.9
O=C(NCc1cccnc1)c1ccccc1NS(=O)(=O)c1ccc(F)cc1,-3.9,-1.8,2.4,2.8,1.4,-1.9,-10.9,-27.2,-6.7,-0.3
Cc1ccc(CONC(=O)/N=C/N(C)C)cc1,-3.3,-1.8,3.9,3.4,-5.6,-0.8,8.9,20.9,-3.8,0.2
Cc1csc(CN(C)C(=O)c2cn(Cc3cccc4ccccc34)nn2)n1,11.1,-6.3,2.3,5.6,3.7,-1.0,-2.1,-32.5,2.7,-9.4
Cc1ccc2c(c1)c1c3n2CCN(CC(N)=O)C3CCC1 (centres undefined),-3.3,-2.9,-1.0,-0.8,-6.1,-1.8,5.0,-0.8,-2.4,2.0
CCN(CC)CCNC(=O)c1ccc(NC(=O)/C=C/c2ccc3ccccc3n2)cc1,-4.5,-1.6,12.6,0.0,25.7,·,-43.0,-20.3,9.1,5.1
Cc1cccc2cc3ccccc3nc12,-24.5,·,18.7,0.3,2.2,-2.7,-17.0,·,·,·
O=C(O)CSc1nnc(NC(=O)c2ccc3c(c2)OCO3)s1,1.6,25.9*,-21.9,2.1,-14.2,1.2,53.7,7.1,3.5,-2.6
C=CCNC(=O)C1CCN(S(=O)(=O)c2ccc(Br)cc2)CC1,14.6,-2.8,4.2,0.8,0.0,-0.9,-1.3,-24.6,7.5,2.7
CC(C)c1ccc2[nH]c(O)c(N=NC(=O)c3cccc(S(=O)(=O)Nc4cccc(Cl)c4)c3)c2c1,-1.5,-5.7,-49.9,-3.0,-39.5,-2.7,-26.3,-5.4,-6.1,8.8
O=C(Cn1nc(-c2ccccc2)ccc1=O)Nc1ccc(-n2cnnn2)cc1,-2.2,-0.9,3.9,1.4,-2.8,0.9,22.4,-18.4,1.0,9.0
O=C(CSc1ccccc1)N(c1ccc(Br)cc1)c1nccs1,-1.7,-1.7,11.6,1.3,13.2,-1.7,-7.9,6.0,-1.8,-3.3
Cc1ccc(O)c(C2=NOC(O)(C(F)(F)C(F)F)C2)c1 (centres undefined),15.9,-3.1,-20.3,1.1,3.3,-2.9,19.1,-21.0,0.1,-10.2
COCCCNCCOc1ccc(C)cc1[N+](=O)[O-],-7.4,0.8,58.7*,0.4,44.4,-2.7,4.7,-18.3,1.2,-10.9
COc1cc(C2N(c3ccccc3)CCN2c2ccccc2)cc(OC)c1OC,-0.7,-3.2,25.0,-5.1,5.6,-1.9,5.2,-6.1,5.0,6.4
O=C(COC(=O)Cc1ccccc1F)Nc1ccc(SC(F)F)cc1,-4.5,4.2,-7.7,1.3,-3.5,4.7,9.0,-26.8,3.3,0.0
CCOC(=O)CSc1nnc(CNC(=O)c2cc(OCC)c(OCC)c(OCC)c2)n1C,·,7.3,·,·,·,-1.7,·,-25.6,5.1,-1.5
CC(=O)NS(=O)(=O)c1ccc(NC(=O)c2ccc(-n3nc(C)cc3C)cc2)cc1,2.1,3.9,-3.1,3.9,-2.5,-0.4,10.3,-5.4,1.3,2.6
O=C(NCc1ccco1)C(c1cccs1)N(C(=O)C1COc2ccccc2O1)c1cccc(O)c1 (centres undefined),·,-1.7,8.0,-0.8,12.6,2.6,12.6,-9.8,-2.6,-3.6
CC(C)C(=O)NCc1cc(-c2ccccc2)no1,-1.9,-0.7,-9.5,0.7,-1.1,-1.7,-1.4,-5.1,-4.2,-4.4
CN(Cc1cnn(C)c1)C(=O)c1ccc(OC2CCN(CCc3ccccc3)CC2)cc1,1.7,5.2,-4.0,1.0,1.0,-2.2,18.0,-16.7,-0.1,0.8
O=[N+]([O-])c1ccccc1S(=O)(=O)Nc1cccc(-c2ccc3nncn3n2)c1,-1.1,·,-19.9,0.7,0.2,1.5,23.3,·,-3.8,·
CN1CCN(CC(=O)Nc2ccccc2Oc2ccccc2)CC1,-17.8,-1.1,31.7,-0.4,5.3,-1.6,12.7,-23.1,-8.1,-9.5
COc1ccc(/C(O)=C2/C(=O)C(=O)N(CCCN(C)C)C2c2ccc(C)o2)cc1Cl (centres undefined),5.4,2.0,8.1,-6.0,-9.9,·,12.1,-4.7,·,-3.2
CCO[C@H]1OC(C(=O)N2CCN(C)CC2)=C[C@@H](c2ccc(C(F)(F)F)cc2)[C@@H]1CCCO,-5.0,-2.2,-3.9,2.4,-2.4,·,6.2,-3.3,-8.5,-0.5
COc1ccc(-n2nc3c(c2NC(=O)c2ccc(Br)cc2)CS(=O)C3)cc1 (centres undefined),-3.6,-4.2,0.7,0.6,16.3,0.0,23.1,-23.8,1.6,-1.9

# Not all compounds are listed, so the mix of outcomes need not match the whole.
